Screens from PubChem BioAssay.
Tat transport – E. coli Tat export inhibitors, primary screen, MC4100, TorA-mCherry reporter, fluorescence, single point; AID 488895, 2010; inhibition, % at 10 µM; actives 0.036% (n = 340,000);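 active means mean replicate inhibition at least 50% and at least half of replicates individually reaching 50%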;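 further: exported cargo escapes ClpAP degradation while cytoplasmic cargo is degraded and loses fluorescence; 0% = median of neutral control wells and 100% = median of NaSCN control wells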
SR-BI DiI-HDL act – activators of SR-BI mediated DiI-HDL uptake, primary screen, ldlA[mSR-BI] CHO cells, DiI fluorescence. activation, % at 12.5 µM. AID 504775, 2011. 3 h; 100 = double the neutral-control signal. actives 0.096% (n = 320,000);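 active means mean replicate activation of at least 60% and every replicate at or above 60%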;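 further: 0% = median plate neutral-control signal and 100% = twice that signal; values of inactives mirror those of a sister screen read the other way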
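Assay system: CHO ldlA[mSR-BI] cells, LDL receptor-null, SR-BI overexpressing; medium: Ham's F12 with 0.5% BSA, HEPES 25 mM, pH 7.4; also added: DiI-HDL 10 µg/mL; timing: 3 h uptake period with compound, 37 °C; signal: DiI fluorescence, bottom read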
MITF TRPM1 HTS – activators of MITF-driven TRPM1 promoter reporter, primary screen, cell-based, SK-MEL-5, luciferase, single point | actives 0.75% (n = 300,000) | AID 588334, 2011 | activation, % at 12.5 µM | SK-MEL-5 TRPM1-promoter luciferase, 24 h; % of positive control, neutral wells = 0;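 active means mean activation of at least 80% with every replicate also reaching 80%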;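 further: 0% = neutral control wells and 100% = parthenolide positive control wells; values of inactives mirror those of a sister screen read the other way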
CAL PDZ FP-1 – CAL PDZ peptide-binding inhibitors, primary screen, biochemical, fluorescence polarization, Cer-tagged CAL PDZ, HTS. inhibition, % at 20 µM. actives 0.02% (n = 330,000). Golgi-associated PDZ and coiled-coil motif-containing protein (Homo sapiens), Q9HD26. AID 504414, 2011. purified CAL PDZ, TMR-peptide fluorescence polarization, 1 h;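 active means highest replicate inhibition of at least 40%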;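 further: plate controls were DMSO neutral control wells for no effect and unlabeled competitor peptide control wells for full effect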
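System: purified tagged CAL PDZ domain construct (CerCALP). Schedule: 1 h incubation at room temperature before polarization reading. Medium: 25 mM sodium phosphate pH 7.4, 150 mM NaCl, TCEP, IgG, Thesit. Read-out: percent inhibition from loss of millipolarization. Measured by: FP readout, S and P plane fluorescence. Probe or stimulus: fluorescent TMR peptide probe.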
SR-BI DiI inh – inhibitors of SR-BI mediated HDL lipid uptake, primary screen, ldlA[mSR-BI] cells, fluorescence, single point | inhibition, % at 12.5 µM | actives 0.96% (n = 320,000) | ldlA[mSR-BI] CHO cells, DiI-HDL uptake fluorescence, 3 h | Scavenger receptor class B member 1 (Mus musculus), Q61009;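 active means mean replicate inhibition of at least 70% and a set share of replicates each scoring 70 or more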;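 further: 0% = median of neutral control wells and 100% = median of positive control wells; values of inactives mirror those of a sister screen read the other way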
Target sequence (Q61009 whole entry, looked up): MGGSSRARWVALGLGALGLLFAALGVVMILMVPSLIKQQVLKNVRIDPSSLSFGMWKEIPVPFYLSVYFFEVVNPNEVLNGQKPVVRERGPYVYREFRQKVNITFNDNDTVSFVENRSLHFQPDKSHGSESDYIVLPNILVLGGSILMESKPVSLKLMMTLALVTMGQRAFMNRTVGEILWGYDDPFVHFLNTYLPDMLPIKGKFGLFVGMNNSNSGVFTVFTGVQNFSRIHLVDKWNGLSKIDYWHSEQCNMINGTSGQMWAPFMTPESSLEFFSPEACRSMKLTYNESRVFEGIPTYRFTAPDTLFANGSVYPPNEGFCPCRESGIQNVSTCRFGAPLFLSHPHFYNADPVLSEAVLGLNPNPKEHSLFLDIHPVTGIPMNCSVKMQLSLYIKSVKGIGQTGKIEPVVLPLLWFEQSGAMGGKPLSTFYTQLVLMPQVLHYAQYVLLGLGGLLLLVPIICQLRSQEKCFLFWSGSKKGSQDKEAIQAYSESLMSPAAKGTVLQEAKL
phage Ecoli inh – growth loss of phage-infected E. coli, primary screen, RecBCD inhibitor project, absorbance, with phage, HTS; actives 0.26% (n = 360,000); inhibition, % at 11.9 µM; in the data active means inhibition above about 11%
AddAB inh – growth inhibition of E. coli expressing H. pylori AddAB, primary screen, AddAB inhibitor project, absorbance; inhibition, % at 11.9 µM; actives 0.29% (n = 330,000); AID 435030, 2010; in the data active means inhibition above about 12%;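 further: 0% = vehicle wells of infected cells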
CAL PDZ FP-2 – untagged CAL PDZ binding inhibitors, primary screen, biochemical, fluorescence polarization, HTS; Golgi-associated PDZ and coiled-coil motif-containing protein (Homo sapiens), Q9HD26; purified CAL PDZ, TMR-peptide fluorescence polarization, 1 h; inhibition, % at 24.9 µM; actives 0.92% (n = 300,000); AID 602252, 2012;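 active means mean inhibition of at least 30% with at least half of replicates also reaching 30%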;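 further: 0% = DMSO neutral control and 100% = excess unlabeled competitor peptide PRC23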
Ecoli viability – E. coli V3065 growth inhibition, primary screen, counter-screen for AddAB inhibitor project, absorbance, OD600; 18 h; inhibition, % at 11.9 µM; actives 0.27% (n = 330,000); AID 449728, 2010;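 active means inhibition above the campaign's mean inhibition across all tested compounds plus 3 SD, cut at about 9.9% in these data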;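 further: uninfected addAB+ strain grown without phage in ampicillin broth; 0% = DMSO wells and 100% = ciprofloxacin 0.95 µg/ml wells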
Wnt bcat act – Wnt/beta-catenin pathway activators, primary screen, cell-based, plate reader, single point | Wnt/beta-catenin reporter cell assay, activator | actives 1.2% (n = 300,000) | activation, % at 9.35 µM | AID 743398, 2014; in the data active means activation above about 30%, passing the limit was not always enough;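 further: 0% = neutral control wells and 100% = positive control wells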
* hit, by the source's call.

`Cc1ccc2occ(/C=N/NC(=O)[C@@H](N)Cc3ccccc3)c(=O)c2c1` gave Tat transport 0, SR-BI DiI-HDL act 10, CAL PDZ FP-1 0.2, SR-BI DiI inh -10, phage Ecoli inh 1.7, AddAB inh 2.1, CAL PDZ FP-2 2, Ecoli viability -0.7 and Wnt bcat act -3.
`O=C(Cn1nnc(-c2ccccc2)n1)NCC(=O)Nc1ccc(F)c(F)c1F` gave Tat transport -10, SR-BI DiI-HDL act 2, MITF TRPM1 HTS -7, CAL PDZ FP-1 0.3, SR-BI DiI inh -2, phage Ecoli inh 1.1, AddAB inh 0.8, CAL PDZ FP-2 -3, Ecoli viability -1.3 and Wnt bcat act 0.
N#CCSc1nc2ccccc2c(=O)n1CCCC(=O)NCc1ccco1 was read as Tat transport -3, SR-BI DiI-HDL act 10, MITF TRPM1 HTS -11, CAL PDZ FP-1 -0.8, SR-BI DiI inh -10, phage Ecoli inh 2.2, AddAB inh 4.8, CAL PDZ FP-2 -2, Ecoli viability 0.3 and Wnt bcat act 0.
For N#CC1=C(N)OC2=C(C(=O)CCC2)C1c1ccccc1 (stereo not drawn) the results were Tat transport 13, SR-BI DiI-HDL act 9, CAL PDZ FP-1 0.0, SR-BI DiI inh -9, phage Ecoli inh 2.9, AddAB inh -0.3, CAL PDZ FP-2 -3, Ecoli viability -2.3 and Wnt bcat act 3.
`CCOC(=O)c1ccc(S(=O)(=O)N2CCC(C(=O)Nc3nnc(C)o3)CC2)cc1` gave Tat transport 1, SR-BI DiI-HDL act 29, MITF TRPM1 HTS 5, CAL PDZ FP-1 0.4, SR-BI DiI inh -29, phage Ecoli inh -0.6, CAL PDZ FP-2 -4 and Wnt bcat act -1.
`Cc1ccc(S(=O)(=O)Nc2ccc(OCC(=O)N3CCOCC3)cc2)c(C)c1NS(C)(=O)=O` gave Tat transport 3, SR-BI DiI-HDL act 4, MITF TRPM1 HTS 0, CAL PDZ FP-1 -2.4, SR-BI DiI inh -4, phage Ecoli inh -1.1, AddAB inh 0.3, CAL PDZ FP-2 -6, Ecoli viability -1.6 and Wnt bcat act -4.
For Cc1[nH]c2c(Cl)cccc2c1CCNC(=O)C1CCCCC1C(=O)OCC(F)(F)F (stereo not drawn) the results were Tat transport 15, SR-BI DiI-HDL act -26, MITF TRPM1 HTS 9, CAL PDZ FP-1 -0.8, SR-BI DiI inh 26, phage Ecoli inh 2.6, AddAB inh 2.0, CAL PDZ FP-2 1, Ecoli viability -0.9 and Wnt bcat act -6.
For Cc1cc(C)n(Cc2ccc(C(=O)N/N=C/c3ccc(-c4ccc([N+](=O)[O-])cc4)o3)o2)n1 the results were Tat transport -6, SR-BI DiI-HDL act -103, MITF TRPM1 HTS 12, CAL PDZ FP-1 -1.6, SR-BI DiI inh 104*, phage Ecoli inh 0.9, AddAB inh -2.2, CAL PDZ FP-2 -1, Ecoli viability -0.5 and Wnt bcat act -2.
CCC(CC)C(=O)Nc1cccc(/C(C)=N\NC(=O)c2ccc(C)s2)c1 was read as Tat transport -8, SR-BI DiI-HDL act -16, MITF TRPM1 HTS 3, CAL PDZ FP-1 -0.4, SR-BI DiI inh 16, phage Ecoli inh 4.5, AddAB inh 0.4 and Ecoli viability 0.6.
Screening C[C@@H]1CN(S(=O)C(C)(C)C)[C@H](CCO)/C1=C\c1ccccc1 (stereo partly drawn) returned Tat transport -9, SR-BI DiI-HDL act 10, MITF TRPM1 HTS 10, CAL PDZ FP-1 -0.6, SR-BI DiI inh -10, phage Ecoli inh 2.1, CAL PDZ FP-2 3 and Wnt bcat act -2.
O=C(CCn1nc(-c2ccc(Cl)cc2)c2ccccc2c1=O)NN1CCOCC1 was read as phage Ecoli inh -1.0, AddAB inh -3.8, Ecoli viability -1.3 and Wnt bcat act -1.
`CN1CCC(N(C)C(=O)c2cc(-c3ccc(F)cc3)nc3ccccc23)CC1` gave Tat transport 9, SR-BI DiI-HDL act -22, MITF TRPM1 HTS 20, CAL PDZ FP-1 -2.0, SR-BI DiI inh 22, phage Ecoli inh 2.4, AddAB inh -0.7, CAL PDZ FP-2 -7, Ecoli viability -0.7 and Wnt bcat act -1.
For CCCC1Oc2ccccc2C(=O)N(CC(=O)c2ccc3c(c2)OCCO3)C1=O (stereo not drawn) the results were Tat transport 5, SR-BI DiI-HDL act -9, MITF TRPM1 HTS 67, CAL PDZ FP-1 -1.5, SR-BI DiI inh 9, phage Ecoli inh 1.8, AddAB inh 0.2, CAL PDZ FP-2 -3, Ecoli viability -2.9 and Wnt bcat act 1.
For Cc1[nH]c2ccccc2c1C(=O)C(=O)N(C)C1CCCCC1 the results were Tat transport 1, SR-BI DiI-HDL act -18, MITF TRPM1 HTS 0, CAL PDZ FP-1 -2.6, SR-BI DiI inh 18, phage Ecoli inh 4.9, AddAB inh -2.1, CAL PDZ FP-2 -4, Ecoli viability -1.0 and Wnt bcat act 1.
Screening COc1ccc(C2CC(=O)Oc3ccc(C(C)(C)C)cc32)cc1 (stereo not drawn) returned Tat transport 14, SR-BI DiI-HDL act 13, MITF TRPM1 HTS 18, CAL PDZ FP-1 -0.3, SR-BI DiI inh -13, phage Ecoli inh 2.8, AddAB inh 2.6, CAL PDZ FP-2 -3, Ecoli viability 1.9 and Wnt bcat act -2.
CCc1noc(C)c1C(=O)OCC(=O)N(C)c1c(N)n(Cc2ccccc2)c(=O)[nH]c1=O was read as Tat transport -26, SR-BI DiI-HDL act -6, MITF TRPM1 HTS -5, CAL PDZ FP-1 -1.9, SR-BI DiI inh 6, phage Ecoli inh -0.1, AddAB inh 0.5, CAL PDZ FP-2 1, Ecoli viability 0.9 and Wnt bcat act 2.
Screening CCOC(=O)C(CCCOc1ccc(C(C)CC)cc1)C(=O)OCC (stereo not drawn) returned Tat transport 22, SR-BI DiI-HDL act -3, MITF TRPM1 HTS 3, CAL PDZ FP-1 0.1, SR-BI DiI inh 3, phage Ecoli inh 0.8, AddAB inh 4.1, CAL PDZ FP-2 -1, Ecoli viability -0.7 and Wnt bcat act -13.
`CCOc1cc(/C=C2\SC(N)=NC2=O)ccc1O` gave Tat transport 7, SR-BI DiI-HDL act 16, CAL PDZ FP-1 -2.5, SR-BI DiI inh -16, phage Ecoli inh 1.1, AddAB inh 0.3, CAL PDZ FP-2 -2, Ecoli viability -2.9 and Wnt bcat act 0.
CCN(CC(=O)NC1CCS(=O)(=O)C1)S(=O)(=O)c1c(C)c(C)cc(C)c1C (stereo not drawn) was read as Tat transport -6, SR-BI DiI-HDL act -39, MITF TRPM1 HTS -4, CAL PDZ FP-1 -2.4, SR-BI DiI inh 39, phage Ecoli inh -0.7, AddAB inh 3.4, CAL PDZ FP-2 -1, Ecoli viability 2.0 and Wnt bcat act 2.
CCN(CC)CCN1C(=O)c2ccccc2NC1c1ccccc1F (stereo not drawn) was read as Tat transport -7, SR-BI DiI-HDL act -3, MITF TRPM1 HTS -4, CAL PDZ FP-1 -2.1, SR-BI DiI inh 3, phage Ecoli inh 0.9, AddAB inh 2.5, CAL PDZ FP-2 -3, Ecoli viability -0.4 and Wnt bcat act -11.
For COc1ccc2c(Cl)c(C(=O)NN3CCN(C)CC3)sc2c1 the results were Tat transport 1, SR-BI DiI-HDL act -9, MITF TRPM1 HTS -2, CAL PDZ FP-1 -1.0, SR-BI DiI inh 9, phage Ecoli inh 0.1, AddAB inh 0.9, CAL PDZ FP-2 6, Ecoli viability -0.3 and Wnt bcat act -1.
Cc1cc(C)nc(SCc2cc(=O)c(OC(=O)c3cccc([N+](=O)[O-])c3)co2)n1 was read as Tat transport -1, SR-BI DiI-HDL act 10, MITF TRPM1 HTS 3, CAL PDZ FP-1 -2.9, SR-BI DiI inh -10, phage Ecoli inh 3.4, AddAB inh 3.9, CAL PDZ FP-2 -1, Ecoli viability 2.1 and Wnt bcat act 1.
For O=C(O)C1(O)C[C@H](O)C(O)[C@@H](O)C1 (stereo partly drawn) the results were Tat transport 19, SR-BI DiI-HDL act 8, MITF TRPM1 HTS 2, CAL PDZ FP-1 -0.2, SR-BI DiI inh -8, phage Ecoli inh 2.7, AddAB inh -2.5, CAL PDZ FP-2 -1, Ecoli viability -1.6 and Wnt bcat act 9.
O=C(Nc1ccccc1)Nc1ccccc1NS(=O)(=O)c1cccs1 was read as Tat transport 0, SR-BI DiI-HDL act 14, MITF TRPM1 HTS 2, CAL PDZ FP-1 -2.0, SR-BI DiI inh -14, phage Ecoli inh 2.7, AddAB inh 3.9, CAL PDZ FP-2 -2 and Ecoli viability 3.2.
Cc1cc2c(cc1C)C(c1cc(Br)ccc1F)CC(=O)N2 (stereo not drawn) was read as Tat transport -8, SR-BI DiI-HDL act -12, MITF TRPM1 HTS -26, CAL PDZ FP-1 -3.5, SR-BI DiI inh 12, phage Ecoli inh 3.8, AddAB inh 1.8, CAL PDZ FP-2 -2, Ecoli viability 0.4 and Wnt bcat act -7.
Cc1ccc(S(=O)(=O)Nc2nc(C)c(NC(=O)Nc3ccc(Cl)cc3Cl)s2)cc1 was read as Tat transport -1, SR-BI DiI-HDL act -1, MITF TRPM1 HTS -10, CAL PDZ FP-1 -1.4, SR-BI DiI inh 1, phage Ecoli inh 1.4, AddAB inh 1.4, CAL PDZ FP-2 -3 and Ecoli viability -1.7.
`CC1(C)Cc2c(C#N)c(SCc3ccccc3)nc(N3CCOCC3)c2CO1` gave Tat transport -9, SR-BI DiI-HDL act -13, MITF TRPM1 HTS -2, CAL PDZ FP-1 -1.8, SR-BI DiI inh 13, phage Ecoli inh 2.6, AddAB inh 4.2, CAL PDZ FP-2 1 and Ecoli viability -3.3.
`CCN(C(=O)COC(=O)c1cccnc1SC)C1CCS(=O)(=O)C1` (stereo not drawn) gave Tat transport -6, SR-BI DiI-HDL act 26, MITF TRPM1 HTS -5, CAL PDZ FP-1 -0.2, SR-BI DiI inh -26, phage Ecoli inh 0.9, AddAB inh 0.8, CAL PDZ FP-2 -5 and Ecoli viability -1.7.
`CC1=C(C)C(=O)N(CCC(=O)O)C1=O` gave Tat transport 3, SR-BI DiI-HDL act 14, MITF TRPM1 HTS 3, CAL PDZ FP-1 -0.1, SR-BI DiI inh -14, phage Ecoli inh 2.6, AddAB inh -3.1, Ecoli viability -4.7 and Wnt bcat act -1.

Compounds were not picked by outcome; any-hit rate near 3.6%.
